Compound activity from PubChem BioAssay.
K1F lysis inhibition = inhibition of K1F phage lysis, E. coli UTI89, bacterial capsule biogenesis inhibitors, alamar blue (AID 488966); E. coli UTI89 K1F phage lysis, alamar blue, 2 h; higher % means a stronger effect; inhibition, % at 100 µM; hits with a dose series show IC50 in µM; actives 0.02% (n = 340,000);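 active = phage lysis inhibition, versus mean bacterial control, above a set limit; inconclusive = no clear call, values can overlap the other calls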;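 also: capsule biogenesis inhibitors block K1F phage lysis so surviving cells raise fluorescence; higher fluorescence means more inhibition of phage lysis; actives were called in the ten point dose series up to 300 µM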
GPR35 antagonists = GPR35 antagonists blocking zaprinast-driven arrestin recruitment, primary screen, imaging, U2OS, beta-arrestin-GFP, zaprinast agonist (AID 2058). G-protein coupled receptor 35 (Homo sapiens). U2OS GPR35 beta-arrestin-GFP translocation imaging, zaprinast antagonism; higher % means a stronger effect. one-dose inhibition, % at 10 µM; IC50 in µM for titrated hits. actives 0.052% (n = 290,000);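 active = inhibition of at least 50% with at least 30 cells and total cytoplasm GFP at most 10,000,000; inconclusive = under 30 cells or total GFP of 10,000,000 plus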
Large T inhibition = SV40 large T antigen inhibitors, biochemical (AID 1903). SV40 large T antigen ATPase/helicase inhibition assay; higher % means a stronger effect. inhibition, % at 20 µM; hits with a dose series show IC50 in µM. actives 0.39% (n = 310,000); in the data active = a potency from the dose series; inconclusive = inhibition mostly from about 32% at the one dose, without a potency; inactive = the rest, 99 in 100 with inhibition below about 32%; also: strong numbers were not always called active
RSV CPE inhibition = RSV antiviral activity via CPE protection, HEp-2 cells, primary 10 µM value included (AID 2391); HEp-2 cells, RSV-induced CPE inhibition; higher % means a stronger effect; CPE inhibition, % at 10 µM, or IC50 in µM where a hit was titrated; actives 0.13% (n = 310,000); in the data active = a potency from the dose series; inconclusive = CPE inhibition mostly from about 23% at the one dose, without a potency; inactive = the rest, 99 in 100 with CPE inhibition below about 21%; also: strong numbers were not always called active
GPR55 LPI antagonism = GPR55 antagonists blocking LPI-driven arrestin recruitment, primary screen, imaging, U2OS, beta-arrestin-GFP, LPI agonist (AID 2013); U2OS GPR55 beta-arrestin-GFP translocation imaging, LPI antagonism; higher % means a stronger effect; actives 0.13% (n = 290,000); G-protein coupled receptor 55 (Homo sapiens); inhibition, % at 10 µM; hits with a dose series show IC50 in µM;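 active = spots per cell inhibited over 60%, with over 100 cells counted and total cytoplasm intensity under 500,000; inconclusive = wells with under 100 cells, flagged as likely toxic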;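 also: U2OS cells stably carrying GPR55 and arrestin-GFP stimulated by 5 µM LPI near EC80; imaged beta-arrestin-GFP aggregate spots per cell after agonist stimulation; plate controls were LPI-stimulated DMSO wells for no effect and DMSO wells without LPI for full effect; some results filed as inactive read as strong as hits; confirmed hits need IC50 under 10 µM and bright autofluorescent wells are also inconclusive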
Salmonella PhoP GFP = inhibitors of PhoP regulon expression, primary screen, Salmonella Typhimurium, GFP reporter (AID 1863); actives 0.16% (n = 300,000); inhibition, % at 50 µM, or IC50 in µM where a hit was titrated; S. Typhimurium PhoP-regulated promoter GFP reporter, 4 h; higher % means a stronger effect;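 active = inhibition over 29.93%, a cutoff 3 SD above the screen mean, later confirmed by dose response; inconclusive = inhibition over 29.93% but no dose response follow-up; inactive = inhibition at most 29.93% or unconfirmed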;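 also: 0% = low Mg2+ inducing control and 100% = high Mg2+ repressing control; strong numbers were not always called active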
Rac1 GTP hydrolysis = MgcRacGAP GTPase-activating activity inhibitors, confirmation, biochemical, ADP Hunter fluorescence | Rac GTPase-activating protein 1 (Homo sapiens) | MgcRacGAP-stimulated Rac1 GTP hydrolysis, ADP Hunter fluorescence; higher % means a stronger effect; GST-tagged Rac1 F28L mutant substrate | one-dose inhibition, % at 30 µM; IC50 in µM for titrated hits | actives 0.6% (n = 340,000) | AID 624330, 2012;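 active = first-screen hits whose inhibition reached a set limit at any dose in the follow-up dose series; inconclusive = inhibition above the set first-screen limit but never retested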;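 also: fluorescence reports GDP produced by GAP-driven GTP hydrolysis; strong numbers were not always called active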
Dengue-2 NS5 capping = Dengue-2 NS5 methyltransferase inhibitors, primary screen, biochemical, confirmation dose response (AID 588689); one-dose inhibition, % at 25 µM; IC50 in µM for titrated hits; actives 0.3% (n = 340,000); Dengue-2 NS5 methyltransferase capping enzyme assay, biochemical; higher % means a stronger effect; in the data active = a potency from the dose series; inconclusive = inhibition above about 29% without an active follow-up result
HIV peptide binding = inhibitors of HIV fusion peptide binding, primary screen, biochemical, uHTS, fluorescence dequenching (AID 1986); cell-free peptide binding, fluorescence dequenching, 30 min; higher % means a stronger effect; inhibition, % at 20 µM; hits with a dose series show IC50 in µM; actives 0.3% (n = 290,000); in the data active = inhibition mostly above about 52%, no sharp cut-off; inactive = mostly below about 76%; also: some results filed as inactive read as strong as hits
Dengue-2 NS5 capping pilot replicate = second read-out of Dengue-2 NS5 capping, no call of its own (marks repeat the call); inhibition, %; measured here: pilot screen replicate inhibition
Active calls of the source: *; i = inactive; ? = inconclusive; · = no result given; [ ] = remark or other dose. Random draw from the library; any-hit rate near 1.5%.

SMILES | K1F lysis inhibition | GPR35 antagonists | Large T inhibition | RSV CPE inhibition | GPR55 LPI antagonism | Salmonella PhoP GFP | Rac1 GTP hydrolysis | Dengue-2 NS5 capping | HIV peptide binding | others
CCCCn1c(SCc2ncc(-c3ccccc3)o2)nc2cc(S(N)(=O)=O)ccc21 | -2.3% | -6% | 3% | ? | 6% | -7% | -10% | 8% | 3.6%
Cc1noc2ncnc(Oc3ccc(Cl)cc3Cl)c12 | -0.1% | -2% | 23% | -0.4% | 0% | -3% | 6% | -10% | 0.1%
CCN(CC)S(=O)(=O)c1ccc(NC(=O)c2cccs2)cc1 | i | 2% | 3% | 9.6% | -6% | -4% | 9% | -4% | 1.7%
COc1ccc(NCC(=O)Nc2ccc(C#N)cc2)cc1Cl | 1.1% | 11% | 25% | ? | -4% | 23% | 0% | 8% | 160% | Dengue-2 NS5 capping pilot replicate=-0.6
CC1Sc2ccc(S(=O)(=O)CCC(=O)NCc3ccc(Cl)cc3)cc2NC1=O (centres undefined) | -0.1% | 8% | 6% | 4.1% | -8% | -5% | 9% | -8% | 1.3%
COCCCNc1ncnc2nc[nH]c12 | 0.0% | -5% | 1% | 2.2% | 6% | 8% | -1% | -1% | -1.6%
Cc1ccc(C(=O)NCc2nnc3c(C(F)(F)F)cc(Cl)cn23)o1 | 0.3% | -2% | 10% | 8.6% | -3% | -4% | 7% | -4% | 1.5%
Cc1ccc(CCNC(=O)C2CCN(C(=O)c3sccc3-n3cccc3)CC2)cc1 | 0.2% | 18% | 16% | · | -17% | 2% | 15% | -4% | -0.1%
CCC(CC)NC(=O)c1ccc2c(c1)OCCO2 | 0.1% | 1% | 0% | -0.4% | 6% | 2% | 4% | 1% | -0.2% | Dengue-2 NS5 capping pilot replicate=2.1
COc1cccc(C(=O)Nc2ccc(N3CCN(C(=O)c4cccs4)CC3)cc2)c1 | 0.3% | -6% | 1% | -0.1% | -1% | 2% | 6% | -1% | -2.1%
Cc1cccc(C)c1NC(=S)Nc1c(C)n(C)n(-c2ccccc2)c1=O | 0.5%[50 µM] | -9% | 6% | 0.5% | 9% | -13% | 6% | -5% | -1.6%
COc1ccc(S(=O)(=O)N2CCc3ccccc32)cc1C(=O)OCc1c(C)noc1C | 2.2% | 7% | 4% | 17% | -3% | -4% | 4% | -1% | -0.7%
O=C(c1cccnc1)N1CCN(C(=O)c2ccccc2F)CC1 | 0.3% | 12% | 3% | 3.3% | 11% | -3% | 11% | -2% | 2.3%
Cc1ccc(Nc2nc(N)nc(CCl)n2)cc1 | · | 10% | 15% | 6.7% | 9% | -4% | · | · | 0.1%
O=C(CN1C(=O)CCOc2ccccc21)Nc1cccc(S(=O)(=O)N2CCOCC2)c1 | 0.7%[50 µM] | · | · | 1.4% | · | · | 6% | -8% | ·
CCn1c(C)c(C)c2cc(C(=O)NCCCN3CCOCC3)ccc21 | -0.1% | 8% | 11% | 0.6% | -1% | -10% | -10% | -4% | -0.5%
CCCCCC(=O)Nc1cccc(C2=NOC3(C2)C[C@@H](C(N)=O)N(C(=O)c2ccc(Cl)cc2)C3)c1 (some centres undefined) | 0.6% | 1% | -1% | 7.2% | 13% | -3% | 11% | -7% | -0.3%
CCN(CC(=O)Nc1c(F)cccc1F)C(=O)c1ccc(OCc2c(C)noc2C)cc1 | 0.6%[50 µM] | · | · | 0.9% | · | · | 5% | -1% | ·
O=C(c1cccc2ccccc12)N1CCN(c2ccc([N+](=O)[O-])c(NCc3ccco3)c2)CC1 | 1.1% | 2% | 6% | 5.0% | 9% | -6% | 7% | -9% | 6.2%
Cc1cc(C(=O)N/N=C/c2ccc3c(c2)OCO3)c(C)o1 | 0.0% | 7% | 21% | -1.9% | -4% | -5% | 3% | 3% | -3.0%
CNC[C@@H](CC1CCCCC1)NC[C@H](CC(C)C)NCCc1cccc(C(F)(F)F)c1 | 9.4% | 24% | 6% | -3.1% | ? | · | 1% | -10% | -0.1%
COc1cccc(/C=C/C(=O)NNC(=O)c2ccncc2)c1 | 1.5%[50 µM] | · | 7% | 2.1% | · | -9% | 4% | -3% | ·
CCc1cc2c(nc1CC)CCN(CC/C(C)=N/OC[C@H]1O[C@H](c3ccccc3)C=C[C@@H]1Oc1ccc(OC)cc1)C2 | · | -4% | 0% | · | -4% | -3% | · | · | 8.0%
CC(=O)NC1(c2ccccc2)CCN(C(=O)N2CCOCC2)CC1 | 0.7% | 0% | 5% | 2.0% | -6% | 16% | 7% | 3% | 3.6%
Cc1oc(C)c2c(=O)ccc3c(c12)OC(N)=C(C#N)C3c1ccccc1 (centres undefined) | -0.5% | 5% | ? | 12% | 0% | -13% | 12% | -1% | 38%

The results go on.
SMILES | K1F lysis inhibition | GPR35 antagonists | Large T inhibition | RSV CPE inhibition | GPR55 LPI antagonism | Salmonella PhoP GFP | Rac1 GTP hydrolysis | Dengue-2 NS5 capping | HIV peptide binding | others
Cc1ccc(S(=O)(=O)N(CC#N)CC#N)cc1 | 1.2% | -3% | 18% | -1.1% | 3% | 1% | 14% | 2% | 1.4%
CCOC(=O)c1c(C)nc2c(C#N)cnn2c1C | 0.0% | -18% | 3% | 6.4% | 12% | -9% | 6% | -5% | 0.1%
COc1cc(OC)c(-c2sc(Nc3ccccc3)n[n+]2-c2ccc(F)cc2)cc1OC | 1.7% | -9% | 20% | 2.3% | -3% | -2% | 3% | -1% | 2.5%
COC(=O)c1ccsc1NC(=O)CN1CCN(c2ncccn2)CC1 | -0.3% | -1% | 10% | 1.2% | 14% | -6% | -6% | -2% | 2.7%
O=C(O)CCCCCCCCCC(=O)c1cccs1 | 3.8% | 9% | 5% | 6.4% | -4% | -3% | 7% | -5% | -1.4%
c1ccc2nc(-c3nc4ccccc4[nH]3)ccc2c1 | 0.9% | 2% | 1% | -1.7% | -10% | 13% | 7% | 3% | -2.7%
CCCNC(=O)NC(=O)COC(=O)c1ccc(OC)c(S(=O)(=O)N2CCCc3ccccc32)c1 | 0.1% | 2% | 3% | 0.6% | -6% | -1% | 6% | -6% | -0.4%
CN(CCC#N)C(=S)Nc1ccc(S(=O)(=O)N2CCOCC2)cc1 | 0.9% | -10% | 7% | 0.4% | 11% | 5% | 9% | -8% | 0.2%
CCOC(=O)c1ccc(NC(=O)Cn2cnc3cc(C)c(C)cc32)cc1 | 0.5% | 23% | 16% | ? | -3% | 17% | 2% | 3% | 3.0%
CCOc1ccccc1N(C(=O)c1snc(C(N)=O)c1N)C(C(=O)NC1CCCC1)c1ccco1 (centres undefined) | 0.7% | -1% | 13% | 0.5% | -9% | 7% | -12% | -3% | -2.8%
CCOc1ccccc1NC(=O)NCCCCc1ccccc1 | 1.3%[50 µM] | 12% | 24% | 2.1% | 8% | -1% | 3% | 1% | 0.8%
c1ccc(CNc2ncnc3sccc23)cc1 | -0.1% | 15% | 7% | 0.0% | -4% | -4% | 4% | -11% | 2.0%
O=C(c1ccc(=O)n(Cc2ccc(Cl)c(Cl)c2)c1)N1CCOCC1 | -0.2% | 2% | 3% | 0.4% | 3% | -7% | 1% | -4% | -3.5% | Dengue-2 NS5 capping pilot replicate=0.3
CCC(C(=O)N1CCOCC1)n1nc(C)c2c(C)n(-c3ccccc3)nc2c1=O (centres undefined) | 0.0% | 18% | 0% | · | -9% | 6% | 1% | -6% | -0.4%
CCC1=C(OC(=O)N(CC)CC)N2C(=O)OC(=NCCc3c[nH]c4ccccc34)[C@]2(Cc2ccccc2)[C@H]2C1=CC[C@H]1C(=O)NC(=O)[C@H]12 | 0.5% | 11% | 5% | -3.0% | -4% | -6% | 8% | -1% | 1.6%
Nc1c(-c2cccs2)cnc2c(-c3ccc(F)cc3)cnn12 | 0.5% | -21% | 7% | 11% | 8% | 12% | 9% | -1% | 2.4%
COc1ccc(/C=C/C(=O)NCc2ccccn2)cc1 | 4.4% | 3% | 1% | 0.1% | -4% | -2% | 1% | -1% | -0.5%
COCCNC(=O)c1onc(CCl)c1C(=O)OC | 0.7% | -6% | 6% | 2.5% | 1% | -4% | 4% | -5% | -2.2%
OC1CCCCC1 | -1.0% | · | · | 1.2% | · | · | 3% | 1% | ·
Cc1ccccc1SCC(=O)OCC(=O)Nc1ccc(N(C)C)cc1 | -0.3% | -11% | 4% | 1.9% | 6% | -6% | 67µM* | 29% | -3.4%
COc1ccc2c(c1)N(C(=O)CN1C(=O)C3CCCCC3C1=O)C(C)(C)C=C2C (centres undefined) | -0.2% | -15% | 6% | 0.6% | 5% | 8% | 6% | -6% | 0.2%
CCc1cccc(NC(=O)c2ccc(Br)o2)c1 | 8.2% | 8% | 12% | 2.1% | 15% | 26% | 9% | -3% | -0.6%
Cc1ccc(C2C(C(=O)c3sc(C)nc3C)=C(O)C(=O)N2CCN(C)C)o1 (centres undefined) | 3.9% | -14% | 20% | -0.1% | -9% | 0% | 2% | -3% | 0.5%
CCc1nnc(NC(=O)CSc2nnc(CSc3nc(C)cc(C)n3)n2C)s1 | 0.2% | 9% | 1% | 2.9% | 9% | 0% | 5% | -3% | 1.5%
CCOc1ccc(S(=O)(=O)NCc2cccnc2)c2ccccc12 | 0.3% | 16% | -8% | 5.9% | -8% | 15% | 2% | -2% | -0.6%

Continuation:
SMILES | K1F lysis inhibition | GPR35 antagonists | Large T inhibition | RSV CPE inhibition | GPR55 LPI antagonism | Salmonella PhoP GFP | Rac1 GTP hydrolysis | Dengue-2 NS5 capping | HIV peptide binding | others
O=C(OC(c1ccccc1)c1nccc2ccccc12)c1cccc([N+](=O)[O-])c1 (centres undefined) | -0.1% | -4% | 16% | 7.7% | 10% | 13% | 5% | -11% | -1.8%
O=C(Cc1c[nH]c2ccccc12)NCc1cccs1 | 3.2% | -14% | 1% | 2.4% | -8% | 9% | 9% | -6% | 0.8%
CN(C)c1ncnc(N(C)C)c1[N+](=O)[O-] | 1.0% | 4% | 7% | 0.9% | 4% | -2% | 7% | -2% | -2.4%
CCOC(=O)c1ccc(Nc2ncccc2[N+](=O)[O-])cc1 | -0.1% | 4% | -2% | -0.1% | 0% | 0% | -6% | -8% | -2.0%
O=C(c1cccc(S(=O)(=O)N2CCCCC2)c1)N1CCN(S(=O)(=O)c2ccc(F)cc2)CC1 | 0.1% | -2% | -10% | 0.4% | 4% | 5% | 2% | -6% | 0.6%
CC1=C(C(=O)OCc2cc(C)on2)N2C(=O)[C@@H](NC(=O)OCc3cc(C)on3)[C@H]2SC1 | 2.0% | · | · | 0.7% | · | · | 12% | 2% | ·
